Bioassay records (PubChem)
PfG6PD inh: PfG6PD (Plasmodium falciparum) enzyme inhibition. PfGluPho enzyme, NADPH resazurin-diaphorase fluorescence. inhibition, % at 20 µM. actives 0.78% (n = 350,000). AID 504690;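 active = inhibition reaching at least a set limit at 20 µM in the primary screen, cut at about 59% in these data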;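 note: 0% = DMSO wells with substrate and 100% = DMSO wells lacking glucose-6-phosphate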
hIAP activ: increases human intestinal alkaline phosphatase activity; P09923; purified human IAP, CDP-Star luminescence, 30 min; active compounds read high; 1 = vehicle-only enzyme, 0 = enzyme-free background; activation factor at 10 µM; actives 0.16% (n = 330,000);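 active = activation factor of the enzyme at least 2-fold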; note: the source names both 10 and 20 µM as test concentration; values of inactives mirror those of a sister screen read the other way
APOBEC3A inh: human APOBEC3A DNA deaminase inhibition; P31941; recombinant A3A, FAM/TAMRA ssDNA deamination fluorescence; inhibition, % at 20 µM; actives 0.41% (n = 330,000); AID 493011;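 active = at least 40% inhibition at 20 µM here, with at most 30% in a related deaminase screen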;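 note: plate controls were A3A with DMSO for no effect and wells lacking A3A enzyme for full effect; some results filed as inactive read as strong as hits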
Target sequence (P31941 whole entry, looked up): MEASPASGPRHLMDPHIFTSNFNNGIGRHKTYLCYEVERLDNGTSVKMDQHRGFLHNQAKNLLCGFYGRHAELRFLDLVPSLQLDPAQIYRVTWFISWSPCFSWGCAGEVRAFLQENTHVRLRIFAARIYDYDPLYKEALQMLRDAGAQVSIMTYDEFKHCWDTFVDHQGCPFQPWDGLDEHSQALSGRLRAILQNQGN
HKDC1 inhibitor: blocks human hexokinase HKDC1 activity. Q2TB90. recombinant HKDC1, G6PDH/diaphorase resazurin coupled fluorescence. inhibition, % at 20 µM. actives 0.16% (n = 340,000). AID 493160;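 active = inhibition above about 35% when tested at 20 µM, limit read from the data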;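 note: plate controls were DMSO wells with enzyme for no effect and DMSO wells lacking enzyme for full effect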
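Material: recombinant HKDC1 hexokinase; Amount: HKDC1 at 5 µg/mL; Medium: Tris pH 8.0 buffer with MgCl2, Tween-20, BSA, BME; Schedule: 90 min reaction incubation at room temperature, dark; Technique: coupled resazurin fluorescence, excitation 525 nm, emission 613 nm.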
ATG4B inh: inhibitors of human ATG4B cysteine protease; actives 0.51% (n = 340,000); AID 504462; inhibition, % at 8.33 µM; ATG4B cleavage of LC3-PLA2, NBD-HPC fluorescence, 1 h; in the data active = inhibition above about 40%
Target sequence (Q9Y4P1 whole entry, looked up): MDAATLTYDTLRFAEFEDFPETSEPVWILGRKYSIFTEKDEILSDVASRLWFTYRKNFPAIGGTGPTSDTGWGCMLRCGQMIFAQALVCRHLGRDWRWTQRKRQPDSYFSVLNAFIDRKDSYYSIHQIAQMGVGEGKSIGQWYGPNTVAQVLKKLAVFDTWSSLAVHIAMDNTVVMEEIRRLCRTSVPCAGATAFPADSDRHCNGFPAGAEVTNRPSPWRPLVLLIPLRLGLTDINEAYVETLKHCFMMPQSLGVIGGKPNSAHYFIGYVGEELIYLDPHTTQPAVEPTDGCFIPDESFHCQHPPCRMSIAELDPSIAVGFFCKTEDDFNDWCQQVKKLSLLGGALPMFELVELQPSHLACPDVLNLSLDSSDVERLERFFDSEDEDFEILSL
mIAP activ: mouse IAP activation; muIAP, CDP-Star luminescence, 30 min; active compounds read high; 1 = vehicle-only enzyme signal, 0 = enzyme-free wells; activation factor at 10 µM; actives 0.24% (n = 330,000);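 active = activation factor of at least 2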; note: the source names both 10 and 20 µM as test concentration; values of inactives mirror those of a sister screen read the other way
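Assay system: mouse IAP enzyme; reagent: chemiluminescent substrate CDP-Star; dosing: test compounds delivered from DMSO solution; schedule: 30 min at room temperature; measured by: luminescence from enzymatic CDP-Star hydrolysis; controls: DMSO-only wells and no-enzyme negative control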
mIAP block: mouse IAP inhibition; purified mouse IAP, CDP-Star luminescence, 30 min; inhibition, % at 10 µM; actives 0.2% (n = 330,000);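 active = inhibition of at least 40% at 10 µM in the primary screen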;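 note: plate controls were DMSO with enzyme for no effect and no enzyme wells for full effect; values of inactives mirror those of a sister screen read the other way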
hIAP block: human IAP inhibition; P09923; purified IAP, CDP-Star luminescence, 30 min; actives 0.12% (n = 330,000); inhibition, % at 10 µM; AID 2544;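 active = inhibition reaching a set limit with compound at 10 µM in the primary screen, cut at about 35% in these data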;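 note: plate controls were DMSO wells with enzyme for no effect and no-enzyme buffer wells for full effect; values of inactives mirror those of a sister screen read the other way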
Starred values were filed as active, the others as inactive. Hits appear at their usual frequency; any-hit rate near 2.4%.

SMILES	PfG6PD inh	hIAP activ	APOBEC3A inh	HKDC1 inhibitor	ATG4B inh	mIAP activ	mIAP block	hIAP block
COc1ccc(CCNC(=O)CSc2nnnn2Cc2ccc3c(c2)OCO3)cc1OC	-21	1.2	-4	-7	2	0.96	4	-23
O=C(c1ccccc1)N1CCN(C(=O)c2ccccc2)C1c1ccccc1	-2	0.97	-5	-8	1	0.91	10	3
COc1ccc(C2CC(=O)c3cnc(Nc4cc(C)cc(C)c4)nc3C2)cc1 (stereo not given)	17	1	-4	-5	-11	0.95	5	-3
COC(=O)c1cc(C#N)c(N2CC(C)OC(C)C2)nc1C (stereo not given)	-14	0.82	-1	-7	-2	0.97	3	18
CN1CCC(=O)N(CCSc2ccc(Br)cc2)CC1	0	0.91	-2	-6	-7	0.92	8	9
Cc1ccc(S(=O)(=O)N(CC(=O)NCc2cccs2)c2ccccc2)cc1	-5	0.99	-1	3	-2	1.1	-10	1
CC(C)Oc1ccc(S(=O)(=O)N2CCOCC2)cc1NC(=O)Cc1ccsc1	6	0.85	0	0	-2	0.98	2	15
CC(O)CNc1nc(NCc2ccccc2)c2cnn(C)c2n1 (stereo not given)	18	1.1	-5	2	-8	1.1	-6	-12
Cc1ccc(NC(=O)CSc2n[nH]c(-c3ccncc3)n2)cc1C	-17	1.1	-1	19	10	1	-1	-9
Cc1ccc(-c2csc(NC(=O)c3cc([N+](=O)[O-])ccc3N3CCOCC3)n2)cc1	4	0.98	-3	-6	-3	1	-1	2
O=C(Nc1nc(-c2ccccn2)cs1)c1ccccc1-n1cnnn1	29	1.2	7	-4	-4	0.91	9	-17
Cc1cccc(C)c1OCC(=O)OCC(=O)c1ccc2c(c1)NC(=O)CO2	-10	0.93	-2	-2	-14	1.1	-6	7
Cc1ccnc(NC(=O)COc2ccc(Cl)cc2)n1	-4	0.95	5	-2	5	0.93	7	5
CCN(CC)c1ccc(C(=O)Nc2cccc(F)c2)cc1	23	1	3	2	2	1.2	-18	-2
COc1cccc2c1C(=O)c1c(O)c3c(c(O)c1C2=O)C[C@@](O)(C(=O)CO)C[C@@H]3O[C@H]1C[C@H](N)[C@@H](O)[C@H](C)O1	52	0.96	69	21	-14	0.83	17	4
COc1ccc(NC(=O)c2cc(S(=O)(=O)N3CCOCC3)cs2)cc1	13	1.1	-4	-11	-10	1.1	-10	-14
CCOc1cc(C(=O)Nc2ccc(S(=O)(=O)Nc3cnc4ccccc4n3)cc2)cc(OCC)c1OCC	-3	0.9	-4	1	-1	0.96	4	10
Cc1ccccc1-n1nnnc1SCC(N)=O	-22	1.1	-3	-5	7	0.98	2	-15
COC(=O)CCCC1=CC2=CC(=O)C(C)(OC(=O)c3cccs3)C(=O)C2=CN1CCCOC(C)C (stereo not given)	62*	0.86	-2	22	-10	0.91	10	14
CCc1nnc(NC(=O)CCC(=O)Nc2ccccc2)s1	-5	0.86	1	4	1	0.99	1	14
COCCNC(=O)C1CC(c2ccc(F)cc2)=NO1 (stereo not given)	-16	0.85	2	-4	-9	1	0	14
COCC(C)n1c(C)cc(C(=O)COC(=O)c2ccc3c(c2)NC(=O)CS3)c1C (stereo not given)	-12	0.89	0	2	-6	0.87	13	11
O=C(CN1CCN(C(C(=O)Nc2ccc(Cl)cc2C(F)(F)F)c2ccccc2)CC1)NC1CC1 (stereo not given)	-18	0.92	-5	2	2	0.96	4	8
Cc1ccc(-c2nc(NCC3CCCO3)sc2C)cc1 (stereo not given)	24	0.79	-3	-9	3	0.85	15	22

Shown bar-delimited: two of the compounds above
SMILES | PfG6PD inh | hIAP activ | APOBEC3A inh | HKDC1 inhibitor | ATG4B inh | mIAP activ | mIAP block | hIAP block
CCc1nnc(NC(=O)CCC(=O)Nc2ccccc2)s1 | -5 | 0.86 | 1 | 4 | 1 | 0.99 | 1 | 14
COCC(C)n1c(C)cc(C(=O)COC(=O)c2ccc3c(c2)NC(=O)CS3)c1C (stereo not given) | -12 | 0.89 | 0 | 2 | -6 | 0.87 | 13 | 11

Random excerpt: five compounds from above.
SMILES	PfG6PD inh	hIAP activ	APOBEC3A inh	HKDC1 inhibitor	ATG4B inh	mIAP activ	mIAP block	hIAP block
COC(=O)c1cc(C#N)c(N2CC(C)OC(C)C2)nc1C (stereo not given)	-14	0.82	-1	-7	-2	0.97	3	18
CCc1nnc(NC(=O)CCC(=O)Nc2ccccc2)s1	-5	0.86	1	4	1	0.99	1	14
Cc1ccc(-c2nc(NCC3CCCO3)sc2C)cc1 (stereo not given)	24	0.79	-3	-9	3	0.85	15	22
CN1CCC(=O)N(CCSc2ccc(Br)cc2)CC1	0	0.91	-2	-6	-7	0.92	8	9
COc1ccc(CCNC(=O)CSc2nnnn2Cc2ccc3c(c2)OCO3)cc1OC	-21	1.2	-4	-7	2	0.96	4	-23

Continuation:
SMILES	PfG6PD inh	hIAP activ	APOBEC3A inh	HKDC1 inhibitor	ATG4B inh	mIAP activ	mIAP block	hIAP block
CCCNC(=O)C1(CC2CC(c3ccccc3)=NO2)CCN(C(=O)Cc2ccc(F)cc2)CC1 (stereo not given)	13	1	-3	-5	-16	1.2	-18	-1
CN(C)CCCN1C(=O)c2cccc3c(Br)ccc(c23)C1=O	8	0.99	17	-6	-7	1	-4	1
CC(=O)c1cccc(NC(=O)CCCSc2ccccc2)c1	-22	1.1	2	-1	-8	1.1	-9	-12
CCS(=O)(=O)Nc1cccc(C2=NN(S(C)(=O)=O)C(c3cccs3)C2)c1 (stereo not given)	1	0.94	-4	3	-3	1	0	6
O=C1CCC(C(=O)OCC(=O)Nc2ccc(Cl)cc2C(F)(F)F)=NN1	-3	1.1	-2	-5	0	1.1	-14	-14
Cc1ccc(N)c([N+](=O)[O-])c1	20	0.81	-2	4	3	0.98	2	19
CS(=O)(=O)c1ccc(N)cc1	16	0.96	-1	-4	-7	0.89	11	4
COc1cccc(OCC(=O)NNC(=O)C(=O)Nc2ccc(OC)cc2OC)c1	-21	1.9	6	-2	11	0.92	8	-92
O=C(NC1CCN(Cc2ccccc2)CC1)c1cccc(OC(F)F)c1	-8	1.1	2	-5	6	0.96	4	-6
COCCN1CC(CNC(=O)c2cc(COc3ccc(C)c(C)c3)on2)CC1=O (stereo not given)	3	1.1	-3	-5	-7	0.91	9	-7
C(=N\n1cnnc1)/c1cccc(Oc2ccccc2)c1	-1	1.2	-2	11	-7	0.93	7	-22
S=C(Nc1ccc(Cl)cc1Cl)N1CCN(c2ccccn2)CC1	11	1.2	8	-2	-2	1	-2	-16
O=C(NCCc1nc(-c2ccccc2Cl)no1)C1CCCCC1	-9	1.2	2	-2	-8	1	-4	-19
O=C(Nc1ccc(-c2cnco2)cc1)c1ccc(F)cc1F	-2	1	2	5	-6	1	-3	-1
CCOC(=O)c1cccc(NS(=O)(=O)c2cnc[nH]2)c1	2	0.95	-1	-1	3	0.98	2	5
Cc1ccc(-c2c(C)n([O-])c3c([n+]2=O)CCCC3)cc1	-7	0.98	-4	8	1	1	-3	2
CC(=O)N(Cc1cccnc1)Cc1cc2ccc(C)cc2[nH]c1=O	3	1	2	-15	1	0.98	2	-3
COc1ccc(CCN2CN(S(=O)(=O)c3ccccc3)c3nc4ccccc4nc32)cc1	13	0.99	-4	-6	-4	1.1	-6	1
CC1(C)Cc2c(cnn2-c2ccc(F)cc2)C(NC(=O)c2ccco2)C1 (stereo not given)	13	0.96	-2	-7	9	1	0	4
COCCCNCC(=O)Nc1ccc(OC(F)(F)F)cc1	-8	0.71	-2	-2	-3	0.95	5	29
O=C(O)CSc1ccc2ccccc2n1	11	1.1	4	1	1	1.1	-9	-13
CC(=O)OCC1=C(C(=O)O)N2C(=O)C(NC(=O)c3ccc(COc4cccc(Cl)c4Cl)o3)C2SC1 (stereo not given)	-4	1.1	16	1	8	0.73	27	-5
CC(C)(O)C(=O)NNC(=S)Nc1cccc(C(F)(F)F)c1	-13	1.7	-3	-28	-6	0.75	25	-74
COc1ccc(N2CCN(C(=O)c3ccc(N4C(=O)NC5CC4(C)Oc4ccccc45)cc3)CC2)cc1 (stereo not given)	2	0.95	-3	-3	-21	1	-3	5
NC(=O)c1cccc(S(=O)(=O)N2CCCCC2)c1	-19	1	6	-7	5	0.83	17	-4
Cc1ccc(OCC(=O)N(Cc2ccc(N(C)C)cc2)C2CCS(=O)(=O)C2)cc1C (stereo not given)	3	1.1	-10	0	-4	1.2	-17	-6
Cc1cnc([N+](=O)[O-])n1CCOC(=O)NC(=O)c1ccc(C(F)(F)F)cc1	2	1	29	-6	3	1	-5	-5
COc1cc(NC(=O)Cn2nc(-c3ccc(F)cc3)ccc2=O)ccc1-n1cnnn1	-4	0.84	-1	-8	-7	0.71	29	16
Cc1c(C(=O)OCc2nc3ccsc3c(=O)[nH]2)oc2ccccc12	-1	1.1	1	-2	-14	1	-4	-6
COc1ccc(OC)c(CNC(=O)CCCn2ccc3cc(S(=O)(=O)N4CCCC4)ccc32)c1	-4	1.3	-9	0	-1	0.99	1	-26
OCCn1c(CSc2nc3ccccc3n2CCO)nc2ccccc21	8	0.96	-4	13	-13	0.96	4	4
CC(NC(=O)C(=O)NN=C1CCCCCCC1)c1ccccc1 (stereo not given)	-1	0.97	0	-4	-4	1	0	3
O=c1cc(N2CCCCC2)[nH]c(=O)n1C1CCCCC1	-6	0.92	-3	4	-5	0.99	1	8
O=C(CN1C(=O)NC2(CCCC2)C1=O)NCc1ccco1	6	1.2	2	-7	-10	0.91	9	-16
Cn1ccc(NC(=O)c2ccc([N+](=O)[O-])cc2)n1	-5	0.97	-2	-1	3	0.97	3	3
CC12C=CC3(O1)C(C(=O)N(c1ccccc1)C3C(=O)NC1CCCC1)C2C(N)=O (stereo not given)	-6	0.98	1	-2	-6	1	-1	2
CC(C)CCN(C(=O)CNC(=O)c1ccco1)C(C(=O)NC1CCCCC1)c1cccnc1 (stereo not given)	3	1.2	1	3	-4	0.94	6	-20
COc1cc2c(C#N)c(N3CCc4ccccc4C3)nc(N)c2c(N)n1	33	1	-5	41*	-13	0.81	19	-5
CN(C)c1nc(Oc2ccc(C(=O)OCC(=O)Nc3ccccc3)cc2)nc(N(C)C)n1	-11	0.9	2	-5	1	1.2	-23	10
COc1ccc(CC(=O)OCC(=O)Nc2ccc3[nH]c(=O)[nH]c3c2)cc1	21	1	-1	-2	-3	0.95	5	0
CC(C)C(=O)Nc1ccc(C(=O)NNC(=O)CCc2ccccc2)cc1	-4	1.2	1	-5	-6	1	-1	-22
O=C(COc1ncnc2ccccc12)NCCc1ccccc1	0	1	-2	-7	-9	1.1	-8	-4
COc1ccccc1-c1nc(SCC(=O)NCc2ccco2)c2c(=O)n(C)c(=O)n(C)c2n1	-2	1	-2	0	-7	0.95	4	-4
Cc1ccc2nc(NC(=O)C3CCCN(S(=O)(=O)c4cccc5nsnc45)C3)sc2c1 (stereo not given)	6	1.1	1	6	-19	0.89	11	-10
Cc1c(N=C2SCC(=O)N2c2c(C)n(C)n(-c3ccccc3)c2=O)c(=O)n(-c2ccccc2)n1C	-13	1.2	-1	1	-8	1.1	-7	-16
CN1CCN(c2ccc([N+](=O)[O-])cc2C(=O)c2ccccc2)CC1	4	0.93	1	1	0	0.93	7	7
CN(Cc1nc(-c2ccncc2)no1)S(=O)(=O)c1ccc(Cl)cc1	-5	0.87	-2	-3	-6	0.99	1	13
CCCCCCCC/C=C\CCCCCCCC(=O)NCCc1ccc(O)c(O)c1	10	1.3	3	-8	5	1	-4	-31
CCOc1ccc(-n2c(O)c(/C=N/NC(=O)C3COc4ccccc4O3)c3ccccc3c2=O)cc1 (stereo not given)	-31	1.6	-2	-13	32	0.69	32	-58
CCN(CCn1cccn1)Cc1c(C(=O)N2C[C@@H](C)O[C@@H](C)C2)nc2ccc(Cl)cn12	0	0.98	-4	-7	4	0.93	7	2
